High-throughput results from PubChem BioAssay.
Growth percent in the NCI-60 one-dose screen (48 h, 10 µM unless noted): 100 = growth as untreated, 0 = no growth, -100 = all killed.
NCI-H226 = NCI-H226 lung cancer. hit rate 3.5% among 79,000
NCI-H460 = NCI-H460 lung cancer | hit rate 6.8% among 82,000
ACHN = ACHN renal cancer | hit rate 4.9% among 81,000
RXF 393 = RXF 393 renal cancer cells | AID 1794773 | hit rate 6.9% among 77,000
CAKI-1 = CAKI-1 renal cancer | hit rate 4.7% among 75,000 | AID 1794772
A498 = A498 renal cancer cells. hit rate 5.4% among 76,000. AID 1794774
NCI-H522 = NCI-H522 lung cancer | hit rate 8% among 78,000 | AID 1794739
NCI/ADR-RES = NCI/ADR-RES ovarian cells. hit rate 4.4% among 81,000
NCI-H23 = NCI-H23 lung cancer; AID 1794731; hit rate 4% among 80,000
Numbers without * were called inactive; nt = no result given. Rule for the calls: active = growth percent below 10; inactive = the rest. Not a hit list; any-hit rate near 12%.

SMILES	NCI-H226	NCI-H460	ACHN	RXF 393	CAKI-1	A498	NCI-H522	NCI/ADR-RES	NCI-H23
CC(C)(C)OC(=O)CN1CCc2c(sc3ncnc(N/N=C/c4ccccc4Br)c23)C1	83	71	57	70	51	77	53	72	80
CC(=O)O[C@@H]1CCN2C(=O)Nc3ccc(F)cc3[C@@H]2C1	111	103	100	113	91	92	93	103	99
CN(CC(=O)N(Cc1ccc(C2CCCCC2)cc1)c1ccc(C(=O)O)cc1)S(=O)(=O)c1c(F)c(F)c(F)c(F)c1F	97	96	69	-87*	90	93	45	88	-20*
CN1C(=O)C(O)(CC(=O)c2cc3ccccc3oc2=O)c2ccccc21 (stereo not given)	81	114	98	122	86	162	93	99	93
O=C(O)CCN1C(=O)/C(=C/c2ccc(O)cc2O)SC1=S	108	101	103	124	111	93	89	108	nt
Nc1nc(SCC2(CCl)COC2)c2[nH]cnc2n1	100	107	96	113	105	nt	80	109	97
C=CCn1c(SCC(=O)Nc2ccc(C(C)=O)cc2)nnc1-c1cc(-c2ccc(S(C)(=O)=O)cc2)nc2ccccc12	96	100	93	93	85	nt	84	90	96
CCCCCC1CC(=O)NC1(C(=O)OCC)C(=O)OCC (stereo not given)	99	105	100	99	63	nt	114	99	111
Cc1ccc(-c2nc(S(=O)(=O)c3ccc(C)cc3)c(S(=O)(=O)c3ccc(C)cc3)o2)cc1	93	127	110	97	92	127	99	98	106
CCOC(=O)C(C)(C#N)C1C=CCCC1 (stereo not given)	98	99	92	99	75	63	104	92	83
Fc1ccc(/C=C/c2cc(/C=C/c3ccc(F)cc3)on2)cc1	103	108	107	105	109	87	82	100	97
O=C1/C(=C/c2ccc(Cl)cc2)Cc2ccccc21	90	102	116	86	98	70	71	102	95
CC(=O)N1C(=S)NC(C)=C(C(=O)OCC(C)C)C1c1ccc2c(c1)OCO2 (stereo not given)	95	105	105	106	96	104	75	97	97
N#C/C(=C\c1ccc2c(c1)OCO2)n1nnc2cc(F)c(F)cc21	70	77	65	32	51	45	18	27	68
Nc1ccc2c(c1)-c1ccccc1C2=O	102	103	104	106	nt	101	93	95	93
O=C/C=C/c1ccc([N+](=O)[O-])cc1	101	106	112	116	100	79	97	100	97
COc1ccc(C(O)c2cc3c(N)c(C(=O)Nc4cccc5ccccc45)sc3nc2C)cc1 (stereo not given)	19	-20*	22	27	16	-13*	0.0*	4.3*	23
Fc1ccccc1-c1ccccc1	99	108	110	120	100	107	103	110	108
O=C(OCc1ccc2c(Cl)cc(Cl)c(O)c2n1)N1CCN(C(=O)c2cc3cc(F)ccc3[nH]2)CC1	2.1*	1.1*	27	16	15	-13*	-19*	2.3*	26
O=c1c2ccccc2ccc2ccccc12	100	101	108	109	94	106	103	111	101
O=c1ccn2nc3ccccc3c2[nH]1	91	109	91	123	89	125	92	60	95
N#CC(C#N)=Cc1cc2ccccc2nc1Oc1ccc(Cl)cc1	89	96	96	95	77	nt	86	96	91
O=C(/C=C/c1cccc(C(F)(F)F)c1)Nc1ncc(Cc2cccc(Cl)c2)s1	86	100	96	110	75	103	88	106	105
COc1ccc(-c2nc(SCC(=O)Nc3nc(-c4ccc(C)cc4)cs3)[nH]c(=O)c2C#N)cc1	102	102	95	86	101	90	87	97	92
COc1ccc(CCN2C(=O)CCSC2=S)cc1OC	nt	102	102	91	95	99	48	103	103
SMILES	NCI-H226	NCI-H460	ACHN	RXF 393	CAKI-1	A498	NCI-H522	NCI/ADR-RES	NCI-H23
COc1ccc2c(c1)c(C(=O)c1nc(-c3cn(C)c4ccccc34)no1)cn2C	83	101	96	100	94	88	70	94	95
CC[C@H](CO)Nc1ccc2ncc(C#Cc3cncc(C(=O)Nc4ccc(CN5CCN(C)CC5)c(C(F)(F)F)c4)c3)n2n1	-26*	-93*	-99*	-96*	-80*	-99*	-76*	54	-81*
COc1ccc2nc(C)sc2c1	99	107	100	101	108	83	99	105	101
COc1ccc(CCc2ccncc2)cc1	100	107	102	nt	102	97	85	98	97
CCCCCSc1nnc(-c2c(C)nc3ccc(Cl)cn23)o1	86	102	81	74	75	78	82	89	90
O=C1NC(=O)C(Cn2c(-c3ccccc3)nc3ccccc32)N1 (stereo not given)	89	102	100	103	96	92	94	107	98
Cc1cnc(SCc2ccc(Cl)cc2Cl)nc1N(C)C	99	98	120	109	nt	86	84	107	103
O=C(O)C1=Nc2ccc(Cl)cc2/C1=C\c1sc(=S)[nH]c1O	98	105	97	103	88	nt	88	105	103
O=C1c2cccc3cccc(c23)C(=O)N1Nc1nc(Nc2ccc(F)cc2)nc(N2CCOCC2)n1	96	101	100	110	93	95	99	98	99
O=C(/C=C/N1C[C@H]2C[C@@H]1CN2c1ccccn1)c1ccccc1O	94	102	101	118	93	83	93	103	95
CC(=O)c1cccc(N(C)S(=O)(=O)c2ccc(C)cc2)c1	96	104	107	116	101	nt	83	82	93
CC(=O)COc1ccc(/C=C2\CCC/C(=C\c3ccc(OCC(C)=O)cc3)C2=O)cc1	105	100	91	99	91	115	57	nt	nt
COc1ccc(-c2nc(N/N=C/c3ccc(F)cc3)nc(N3CCOCC3)c2C#N)cc1	94	95	86	80	69	99	86	85	91
O=C(NCCNc1nccc(-c2c(-c3ccc(F)cc3)nc3sccn23)n1)Nc1ccccc1	88	61	48	91	78	81	nt	82	90
O=C(O)C1C(c2ccccc2)=C1c1ccc(Br)cc1 (stereo not given)	109	117	101	119	nt	106	107	114	97
CCCC1(CCC)c2ccccc2C(CCl)(OCC)c2ccccc21	88	83	88	91	63	84	74	87	88
COc1ccc(C(=O)NC(=O)Nc2ccc3c(c2)NC(=O)/C3=C\c2[nH]c(C)c(CCC(=O)O)c2C)cc1	86	90	90	87	nt	96	98	97	81
COc1cc(/C=N\NC(=O)c2ccc3nc(-c4ccc([N+](=O)[O-])cc4)[nH]c3c2)cc(OC)c1OC	88	113	94	120	99	116	89	101	98
COc1ccc(C2CC(=O)c3c(O)c(OC)c(OC)c(OC)c3O2)c(O)c1 (stereo not given)	67	9.3*	44	nt	41	nt	12	4.4*	27
O=C(Nc1nc(-c2ccc(Br)cc2)cs1)c1ccccc1CN1C(=O)c2ccccc2C1=O	96	109	109	93	88	98	87	94	97
Cc1nc(-c2cc3ccccc3oc2=O)ccc1C(=O)/C=C/c1ccc([N+](=O)[O-])cc1	104	101	105	111	98	106	101	107	nt
CCN(CC)CCCOc1cccc2c1C(=O)c1cccc(OCCCN(CC)CC)c1C2=O	43	16	23	31	nt	46	44	35	38
O=C(Nc1cc(Cl)ccc1Cl)c1ccc(C(=O)Nc2cc(Cl)ccc2Cl)cc1	97	89	100	109	96	95	94	103	103
COc1ccc(Cl)cc1NC(=O)c1cc(C)oc1C	90	98	102	101	93	78	86	103	91
O=C(/C=C/c1ccccc1)c1ccc(Br)cc1	118	116	105	107	96	102	91	102	97

Reprinted at random: 6 records from the list.
SMILES	NCI-H226	NCI-H460	ACHN	RXF 393	CAKI-1	A498	NCI-H522	NCI/ADR-RES	NCI-H23
CCCC1(CCC)c2ccccc2C(CCl)(OCC)c2ccccc21	88	83	88	91	63	84	74	87	88
COc1ccc2nc(C)sc2c1	99	107	100	101	108	83	99	105	101
O=C1NC(=O)C(Cn2c(-c3ccccc3)nc3ccccc32)N1 (stereo not given)	89	102	100	103	96	92	94	107	98
Cc1nc(-c2cc3ccccc3oc2=O)ccc1C(=O)/C=C/c1ccc([N+](=O)[O-])cc1	104	101	105	111	98	106	101	107	nt
COc1cc(/C=N\NC(=O)c2ccc3nc(-c4ccc([N+](=O)[O-])cc4)[nH]c3c2)cc(OC)c1OC	88	113	94	120	99	116	89	101	98
CC(=O)COc1ccc(/C=C2\CCC/C(=C\c3ccc(OCC(C)=O)cc3)C2=O)cc1	105	100	91	99	91	115	57	nt	nt

Rewritten with two lines to a compound: part of the list above.
Fields – NCI-H226 | NCI-H460 | ACHN | RXF 393 | CAKI-1 | A498 | NCI-H522 | NCI/ADR-RES | NCI-H23
> CCCCCSc1nnc(-c2c(C)nc3ccc(Cl)cn23)o1
  86 | 102 | 81 | 74 | 75 | 78 | 82 | 89 | 90
> O=C(O)C1=Nc2ccc(Cl)cc2/C1=C\c1sc(=S)[nH]c1O
  98 | 105 | 97 | 103 | 88 | nt | 88 | 105 | 103

(more compounds)
SMILES	NCI-H226	NCI-H460	ACHN	RXF 393	CAKI-1	A498	NCI-H522	NCI/ADR-RES	NCI-H23
O=C(/C=C/c1ccccc1)c1cccc(OCCCOc2cccc(C(=O)/C=C/c3ccccc3)c2)c1	108	101	102	95	86	92	90	96	95
CCOC(=O)CNc1nc(N)nc(N(C)Cc2ccccc2)c1C=O	93	113	101	99	109	106	90	110	103
CCCCCCCSc1ccc(C(=O)CCN2CCCCC2)cc1	98	103	98	105	92	101	88	100	93
O=C(Nc1cccc(NC(=O)C2CCCCC2)c1)c1ccccn1	106	114	103	125	95	96	90	94	88
O=c1c2cc(-c3ccccc3)sc2nc2sc(-c3ccccc3)nn12	104	100	117	93	102	61	96	107	99
COC(=O)C(C)(C)C1Oc2ccc(C)cc2C(=O)/C1=C\O (stereo not given)	94	113	100	108	nt	139	91	108	108
CCOc1cc(C)c(C#N)c(=O)n1Nc1nc2ccccc2[nH]c1=O	106	109	109	109	105	nt	100	109	99
CC(C)Oc1ccc2c(=O)cc(-c3ccccc3)oc2c1	88	96	102	97	86	75	77	81	84
C#C[C@@]1(O)[C@@H](CO)O[C@@H](n2c(C(F)(F)F)cc3c(N)ncnc32)[C@@H]1O	101	110	110	107	nt	109	103	99	99
CN(C)C(=O)c1cc(-c2ccc3ncnc(N4CCc5cc(F)c(Cl)cc54)c3c2)cnc1N	-25*	3.4*	2.0*	-74*	-76*	-84*	-13*	-13*	-18*
COC(CC(C)(O)C#CCC(C)(O)/C=C/C1=C(C)CCCC1(C)C)OC (stereo not given)	93	105	107	99	82	104	73	98	100
COC(=O)c1nc(-c2ccc(C)cc2)oc1N1CCOCC1	94	100	102	90	90	77	91	97	106
CCn1c(Sc2nnc(Nc3ccccc3)s2)nc2c1c(=O)n(C)c(=O)n2C	102	106	91	91	94	nt	114	90	88
COc1cc(CNc2cc(C(C)(C)C)nn2-c2ccccc2)cc(OC)c1OC	100	101	97	111	nt	104	42	95	94
O=c1cn[nH]c(=O)[nH]1	97	104	102	97	98	109	91	101	113
CC(=O)N1N=C(c2ccc3c(c2)OCO3)CC1c1cccc(Nc2ccnc3cc(C(F)(F)F)ccc23)c1 (stereo not given)	91	96	93	86	nt	82	63	81	88
COc1ccc(S)c(C(=O)O)c1	120	109	108	115	93	106	97	120	103
Cc1ccc(-c2ccccc2N)c2[nH]c3ccccc3c12	93	96	78	88	70	78	73	91	78
O=C(CCBr)NCc1ccccc1	98	107	105	102	105	107	nt	107	117
CCOC(=O)c1ccccc1C(=C1C=C(Br)C(=O)C(Br)=C1)c1cc(Br)c(O)c(Br)c1	99	115	105	108	95	118	96	107	98
OC1CCN(C2=Nn3c(nnc3-c3cc(C(F)(F)F)cc(C(F)(F)F)c3)SC2)CC1	90	106	94	nt	90	56	nt	90	91
CCOC(=O)c1cn2ncnc(Oc3ccc(NC(=O)Nc4ccc(Cl)c(C(F)(F)F)c4)cc3)c2c1C	83	86	73	103	83	70	88	93	95
N#CCC(C#N)N1CCOCC1 (stereo not given)	95	114	108	104	98	nt	95	107	102
COc1ccc(/C=C/C(=O)c2ccc(NC(=O)CSc3nnc(-c4cc(OC)c(OC)c(OC)c4)n3-c3ccccc3)cc2)cc1	97	97	108	95	nt	74	65	92	91
CN(C)c1ncnc2c1cnn2C	99	103	110	nt	100	112	106	100	103
SMILES	NCI-H226	NCI-H460	ACHN	RXF 393	CAKI-1	A498	NCI-H522	NCI/ADR-RES	NCI-H23
O=C(CCCl)OCc1ccccc1	105	106	112	112	101	80	98	104	96
O=C(CCN1CCCCC1)c1ccc2ccccc2c1	92	103	116	102	98	93	93	109	103
CC(=O)c1ccc(NC(=O)c2cn(-c3ccccc3)nc2-c2ccncc2)cc1	99	118	88	96	92	76	84	93	102
CC1=C2[C@@H](CC1)[C@]1(C)O[C@@](C3CC3)(C[C@H]1OC(=O)CO)[C@H]2OC(=O)/C=C/c1ccccc1	87	91	9.8*	38	71	-39*	88	2.6*	103
CC(=O)Nc1cc(S(=O)(=O)O)cc2cc(S(=O)(=O)O)c(N=Nc3ccc(C(=O)Nc4ccc5cc(S(=O)(=O)O)ccc5c4)cc3)c(O)c12	95	72	69	112	106	107	94	93	78
CCOC(=O)Nc1ccc(C)cc1NC(=O)OCC	92	97	105	nt	91	90	57	107	98
COC(Cc1ccccc1)OC	90	102	109	nt	nt	126	90	100	95
CC1(C)CC[C@]2(C(N)=O)CC[C@]3(C)C(=CC[C@@H]4[C@@]5(C)Cc6c([nH]c7ccccc67)C(C)(C)[C@@H]5CC[C@]43C)[C@@H]2C1	77	73	79	81	73	nt	70	79	88
S=c1n(CN2CCCC2)nc(-c2ccccc2)n1Cc1ccccc1	52	102	94	81	98	80	97	105	103
COc1cc(-c2csc(NC(=O)Nc3ccc(C)cc3)n2)cc(OC)c1OC	63	72	61	61	56	75	34	39	60
CCSc1nnc(-c2cnn3c2NC(c2ccccc2)C3)n1-c1ccc(F)cc1 (stereo not given)	90	99	88	101	79	81	80	100	106
O=C(O)c1ccccc1/C=N\Nc1ccccn1	108	124	108	126	nt	139	93	114	110
Cc1ccccc1NCS(=O)(=O)O	91	108	92	104	90	nt	108	101	96
c1ccc(-c2nc(Nc3nccnn3)c3ccccc3n2)cc1	87	101	103	97	85	nt	nt	99	90
Cc1[nH][nH]c(=O)c1C(CC(=O)O)c1cc(=O)oc2ccc(Cl)cc12 (stereo not given)	93	109	104	117	98	81	85	101	88
O=C1Nc2ccccc2/C1=N/N=C/c1sc2ccccc2c1Br	nt	98	95	100	82	nt	92	99	94
O=C1OC(=O)c2c1cccc2[N+](=O)[O-]	103	110	110	115	106	93	96	108	99
